High-throughput results from PubChem BioAssay.
XiGFP reactiv = reactivates the inactive X chromosome in mouse fibroblasts; activation, % at 7.58 µM; AID 743238; XiGFP mouse fibroblasts, % GFP-positive cells imaging, 3 d; cells co-treated with 5-aza-dC sensitizer; scaled so ellipticine positive control = 100%; 0.055% of 360,000 active;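 active means mean normalized replicate activation at least 10% and every replicate at or above 10%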;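 further: 0% = median of on-plate neutral control wells and 100% = ellipticine 6 µM median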
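assay system = SV40-immortalized XiGFP fibroblast cells, line 68-5-11 | buffer or medium = DMEM plus 5-aza-dC sensitizer | doses = single-point pinned compound dosing | times = 3-day compound exposure, then 15 min fixation at room temperature | benchmarks = positive control ellipticine, 6 µM final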
Cneo AK release = causes C. neoformans cell lysis. 0.2% of 360,000 active. AID 651654. adenylate kinase release luminescence, 4 h; normalised: neutral wells 0, clomiphene wells 100. lysis activity, % at 15 µM;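 active means mean lysis activity across replicates of at least 80%, whatever share of replicates individually reach that level; inactive means mean lysis activity below 80%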
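Material: C. neoformans cells | Amount: Yeast cell density of 5 × 10^6 cells/mL | Medium: Fresh YPD growth medium | Dosing: Single dose | Times: Static 4 h at 37 °C with compound, 1 h detection | Detection: AK luminescence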
LGR2 inh = Drosophila LGR2 receptor signaling inhibition; HEK293 LGR2, CRE-luciferase, bursicon-stimulated, 4 h; inhibition, % at 9.99 µM; 0.35% of 380,000 active;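 active means drop in luminescence signal, shown as inhibition above about 50% in the replicate tests, limit read from the data, passing the limit was not always enough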;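 further: agonist challenge used bursicon conditioned medium at about half maximal strength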
Starred values were filed as active, the others as inactive. The list is partial; rates above refer to the full screens.

1: O=C(Cc1ccc(Cl)cc1)NNC(=O)c1cnccn1
2: O=C(Nc1nc2c(s1)CCCC2)c1cc(-c2ccncc2)nc2ccccc12
3: O=C1C(Nc2ccccc2)=C(NS(=O)(=O)c2ccccc2)C(=O)c2ccccc21
4: COc1ccccc1N=Cc1c(O)c2ccccc2oc1=O
5: Cc1ccc(/C=C/C(=O)NCCCc2ccccc2)cc1

assay / entry	1	2	3	4	5
XiGFP reactiv	0.0	0.0	0.0	0.7	0.3
Cneo AK release	0	0	2	-1	5
LGR2 inh	2	-14	1	12	5

6: COc1ccccc1/C=C/C(=O)OCC(=O)c1c(N)n(C)c(=O)n(C)c1=O
7: COc1ccc(NS(=O)(=O)c2ccc(OC)c(NC(=O)CCC3CCCCC3)c2)cc1
8: O=C(Nc1ccc2c(c1)Cc1ccccc1-2)c1ccncc1
9: S=C(Nc1ccccc1Cl)N(CCN1CCCCC1)Cc1ccco1
10: O=C(NNS(=O)(=O)c1ccccc1[N+](=O)[O-])c1cccc(Cl)c1

assay / entry	6	7	8	9	10
XiGFP reactiv	-0.4	0.0	0.2	0.0	0.0
Cneo AK release	0	3	-1	0	0
LGR2 inh	-10	0	-54	-4	-14

11: FC(F)(F)c1cnc(NNC(=S)Nc2ccccc2Cl)c(Cl)c1
12: S=c1[nH]nc(COc2ccccc2)n1/N=C/c1cccnc1
13: O=C(NC(=S)N(CCc1ccccc1)CCc1ccccc1)c1ccco1
14: CCC(=O)Nc1ccc(C(=O)N/N=C/c2ccc([N+](=O)[O-])cc2)cc1
15: CCCOc1ccc(/C=N/NC(=O)C(=O)Nc2ccccn2)cc1

assay / entry	11	12	13	14	15
XiGFP reactiv	-0.1	-0.1	0.5	0.0	0.0
Cneo AK release	-3	-1	9	-1	67
LGR2 inh	36	-2	-7	-15	-8

16: C=CCNCCOCCSc1ccc(Cl)cc1
17: CCCCNCCOc1ccccc1-c1ccccc1
18: CCC1=NN(C(=O)CCc2ccccc2O)C(O)(C(F)(F)F)C1 (centres undefined)
19: Cc1nn(-c2ccccc2)c(C)c1C(=O)NCc1cccs1
20: COC(=O)C1CCCN1C(=O)COc1ccc(Cl)cc1Br (centres undefined)

assay / entry	16	17	18	19	20
XiGFP reactiv	0.0	0.1	0.1	-0.1	0.1
Cneo AK release	-1	4	0	1	-1
LGR2 inh	-23	-6	-6	0	-2

21: Cc1cccc(CSc2nn3c(=O)c(C)nnc3s2)c1
22: CCCCN1CC2([N+](=O)[O-])C=CC(=O)C([N+](=O)[O-])(C1)C2CC(=O)c1ccccc1 (centres undefined)
23: O=C(CN1C(=O)C2C3C=CC(C3)C2C1=O)Nc1cccc(S(=O)(=O)N2CCCC2)c1 (centres undefined)
24: CCOC(=O)c1ccc(/C=C2/C=C(c3ccccc3)N(c3ccc(Cl)c(C(=O)O)c3)C2=O)cc1
25: CC(NC(=O)CC1SC(N)=NC1=O)c1ccccc1 (centres undefined)

assay / entry	21	22	23	24	25
XiGFP reactiv	0.0	0.0	0.0	0.0	0.0
Cneo AK release	5	3	-1	-1	1
LGR2 inh	-10	13	7	-29	9

Compound profiles (already shown). Values in the order: XiGFP reactiv	Cneo AK release	LGR2 inh
COc1ccccc1N=Cc1c(O)c2ccccc2oc1=O is listed as 0.7	-1	12
O=C(Cc1ccc(Cl)cc1)NNC(=O)c1cnccn1 is listed as 0.0	0	2
Cc1ccc(/C=C/C(=O)NCCCc2ccccc2)cc1 is listed as 0.3	5	5

(next part)
26: COc1ccc(P(=O)(COc2ccc([N+](=O)[O-])cc2)c2ccc(OC)cc2)cc1
27: CCOC(=O)c1ccc(NC(=S)N(CCCN(CC)CC)Cc2ccco2)cc1
28: CC(=O)Oc1ccc(C(=O)[C@H]2[C@H]3C(=O)N(c4ccccc4)C(=O)[C@H]3[C@@H]3C=CC=NN32)cc1
29: Cc1nc(Cl)c(C(=O)NC(C)(C)C)c(C)c1Cl
30: COc1ccc(NC(=O)c2cc(OC)c(OC)c(OC)c2Br)cc1OC

assay / entry	26	27	28	29	30
XiGFP reactiv	0.2	-0.1	0.0	-0.1	0.2
Cneo AK release	9	3	5	0	-2
LGR2 inh	-18	13	1	15	1

31: COc1ccc(OCCNC(=O)c2cccc(Oc3ccc(C(F)(F)F)cc3[N+](=O)[O-])c2)cc1
32: S=C(Nc1ccc(Cl)cc1)N(CCCN1CCOCC1)Cc1ccco1
33: COc1ccc(NS(=O)(=O)c2cc(NC(=O)c3cnc(C)cn3)ccc2N2CCCC2)cc1
34: CCC(C)NC(=O)COC(=O)c1cccnc1Nc1ccccc1F (centres undefined)
35: O=C(CO/N=C1\CCCc2nonc21)Nc1ccccc1Cl

assay / entry	31	32	33	34	35
XiGFP reactiv	0.8	0.1	0.1	-0.1	0.3
Cneo AK release	-2	-4	-5	12	2
LGR2 inh	20	5	-6	-13	41

36: COc1cccc(-c2nn(-c3ccccc3)cc2/C=C(\C#N)C(=O)NCCCn2ccnc2)c1
37: CCOC(=O)c1c(NC(=O)CN2C(=O)NC3(CCCCC3C)C2=O)sc(C)c1C (centres undefined)
38: O=C(CNC(=S)N(CCCN1CCOCC1)Cc1cccs1)NCCN1CCOCC1
39: CCOC(=O)C(Cc1ccccc1)C(=O)Nc1ccc(NC(=O)C(Cc2ccccc2)C(=O)OCC)cc1 (centres undefined)
40: O=C(Nc1nnc(SCc2ccccn2)s1)C1CC(=O)N(c2ccccc2)C1 (centres undefined)

assay / entry	36	37	38	39	40
XiGFP reactiv	-0.1	0.1	0.3	0.0	0.9
Cneo AK release	3	1	-2	-3	3
LGR2 inh	-3	-39	2	-3	5

41: COc1ccc(N2CCN(CC(=O)Nc3sccc3C#N)CC2)cc1
42: CC1(C)C(C=C(Cl)Cl)C1C(=O)N(Cc1cccc(Cl)c1)C1CCS(=O)(=O)C1 (centres undefined)
43: Cc1cc(Oc2ccc3ccccc3c2)nc(SCC(=O)c2ccccc2)n1
44: O=C(C1=NN(c2ccccc2)C2C(=O)N(c3ccccc3Cl)C(=O)C12)c1ccccc1 (centres undefined)
45: O=C(CSc1ncn[nH]1)Nc1ccc2c(c1)CCC2

assay / entry	41	42	43	44	45
XiGFP reactiv	0.2	0.2	-0.1	0.0	-0.2
Cneo AK release	3	2	-6	1	5
LGR2 inh	-9	-2	16	-8	-28

46: O=C(N/N=C/C=C\c1ccccc1[N+](=O)[O-])c1cc(-c2ccccc2)nc2ccccc12
47: O=C(COc1ccc(Br)cc1)N/N=C1\SCC(=O)N1c1ccc(F)cc1
48: Cc1ccc2nc(N/N=C/c3ccccc3F)nc(-c3ccccc3)c2c1
49: COc1cccc(NC(C(=O)Nc2cccc(C(C)=O)c2)c2ccccc2)c1 (centres undefined)
50: CCn1c2ccc(F)cc2c2nnc(NN)nc21

assay / entry	46	47	48	49	50
XiGFP reactiv	-0.1	0.0	0.2	0.0	0.0
Cneo AK release	-2	8	5	5	0
LGR2 inh	-10	16	0	3	-24

51: COc1ccc(C(=O)NNC(=O)CSc2nnc(COc3ccccc3OC)n2C)cc1
52: O=C(C1CCN(S(=O)(=O)N2CCC3(CC2)OCCO3)CC1)N1CCCCC1
53: CCCNC(=O)C12CCC(C)(C(=O)C1Br)C2(C)C (centres undefined)
54: O=C(Nc1ccccc1C(=O)NCc1ccccc1)c1ccccc1Br
55: C=CCn1cc(C(=O)N2CCc3ccccc3C2)c(=O)c2cc(S(=O)(=O)N(CC)CC)ccc21

assay / entry	51	52	53	54	55
XiGFP reactiv	0.0	0.0	-0.3	0.1	0.2
Cneo AK release	-1	1	1	3	0
LGR2 inh	-2	14	3	-7	-12

56: CSc1ccccc1NC(=O)CN(C)CC(=O)Nc1c(F)cccc1F
57: Cc1ccc(/C=N/Nc2cccc(C(=O)O)c2)s1
58: COC(=O)c1ccc(-c2csc(NC(=O)c3ccc(S(=O)(=O)N4CCc5ccccc5C4)cc3)n2)cc1
59: Cc1cccc(-n2c(O)c(/C=N/NC(=O)c3ccccc3Cl)c3ccccc3c2=O)n1
60: CCOc1cc(C(=O)Nc2cc(C)ccc2C)ccc1OCC(=O)N1CCCCC1

assay / entry	56	57	58	59	60
XiGFP reactiv	0.0	-0.2	0.1	-0.1	0.0
Cneo AK release	-4	2	0	4	3
LGR2 inh	6	58*	5	7	7

61: COc1ccc(Cc2nnc(NC(=O)CSc3ccccc3)s2)cc1OC
62: COc1ccc(NC(=O)NN(C(=O)c2ccccc2)C(C)(C)C)cc1
63: COc1ccc(C(=O)NNc2ccccc2)cc1
64: COc1ccccc1-c1nc2ccccc2c(=O)n1NC(=O)c1cccs1
65: O=C(CSc1ccccc1)Nc1cc(Cl)ccc1Oc1ccccc1

assay / entry	61	62	63	64	65
XiGFP reactiv	0.2	0.1	0.2	0.0	0.3
Cneo AK release	0	2	-2	-2	-6
LGR2 inh	-10	24	0	1	0

66: CC(C)(C)c1cc(C(=O)NCC(=O)OCC(=O)c2cccc([N+](=O)[O-])c2)cc(C(C)(C)C)c1
67: COC(=O)C1C(=O)C=C(Nc2ccc(F)cc2)CC1c1ccc(OC)cc1 (centres undefined)
68: CCOc1ccc(NC(=O)CSc2nnc(Cn3cnc([N+](=O)[O-])n3)n2C)cc1
69: CN(C(=O)CSc1ncnc2sc(-c3ccccc3)cc12)C1CCS(=O)(=O)C1 (centres undefined)
70: Cc1ccc(S(=O)(=O)N2CCCCC2)cc1NC(=O)COC(=O)Cc1c(F)cccc1Cl

assay / entry	66	67	68	69	70
XiGFP reactiv	-0.1	0.4	0.1	0.0	0.1
Cneo AK release	0	0	1	2	0
LGR2 inh	-1	-32	9	-14	10

Quoted at random: 4 compounds from above.
37: CCOC(=O)c1c(NC(=O)CN2C(=O)NC3(CCCCC3C)C2=O)sc(C)c1C (centres undefined)
35: O=C(CO/N=C1\CCCc2nonc21)Nc1ccccc1Cl
55: C=CCn1cc(C(=O)N2CCc3ccccc3C2)c(=O)c2cc(S(=O)(=O)N(CC)CC)ccc21
6: COc1ccccc1/C=C/C(=O)OCC(=O)c1c(N)n(C)c(=O)n(C)c1=O

assay / entry	37	35	55	6
XiGFP reactiv	0.1	0.3	0.2	-0.4
Cneo AK release	1	2	0	0
LGR2 inh	-39	41	-12	-10

Remaining list, next part
71: CCOC(=O)CC(NC(=O)Cc1ccccc1)c1ccccc1Cl (centres undefined)
72: Fc1ccc(N/N=C2/CC(c3ccccc3)Oc3ccccc32)c(F)c1 (centres undefined)
73: COc1ccc(NC(=O)CCN2C(=O)C3C4CCC(C4)C3C2=O)cc1 (centres undefined)
74: Cc1cccc(Nc2nc(N)c(C#N)c(CC#N)c2C#N)c1
75: Cc1cc(O)ccc1N/C=C(\C#N)c1nc2ccccc2o1

assay / entry	71	72	73	74	75
XiGFP reactiv	0.0	0.1	0.0	0.0	0.0
Cneo AK release	3	2	5	-3	4
LGR2 inh	0	-11	-26	-32	-25

76: CCN1C(=O)/C(=C2/C=Cc3cc(C)ccc3N2CC)N(C)C1=S
77: Cc1ccccc1-n1c(-c2ccc(Cl)cc2)cnc1SCC(=O)NC1CCS(=O)(=O)C1 (centres undefined)
78: COc1ccc(-c2ncccc2OC(=O)C23CC4CC(CC(C4)C2)C3)cc1
79: CCN(CC)CCn1c(/N=C/c2cc(Br)ccc2O)nc2ccccc21
80: CCC(C)(c1nnnn1-c1c(C)cccc1C)N(N=O)c1cccc(C(F)(F)F)c1 (centres undefined)

assay / entry	76	77	78	79	80
XiGFP reactiv	0.0	0.1	0.0	0.0	0.3
Cneo AK release	-2	-3	-4	0	-3
LGR2 inh	9	18	-11	-17	-8

81: Cc1cccc(-n2c(Cc3ccccc3)nnc2SCc2ccc([N+](=O)[O-])cc2)c1
82: CCCOc1ccc(C(=O)C(CCC(CNCC)C(=O)c2ccc(OCCC)cc2)CNCC)cc1 (centres undefined)
83: Fc1cc(F)c2nc(N3CCOCC3)sc2c1
84: CCOC(=O)c1cnc2ccc(OCC)cc2c1NCc1ccccc1OC

assay / entry	81	82	83	84
XiGFP reactiv	0.5	0.0	0.0	3.3
Cneo AK release	0	1	2	4
LGR2 inh	16	1	-20	-8
